Source: PubChem
Growth percent in the NCI-60 one-dose screen (48 h, 10 µM unless noted): 100 = growth as untreated, 0 = no growth, -100 = all killed.
OVCAR-4: OVCAR-4 ovarian cancer cells | actives 3.7% (n = 80,000)
IGROV1: IGROV1 ovarian cancer; actives 4.7% (n = 79,000); AID 1794786
TK-10: TK-10 renal cancer cells; actives 3.9% (n = 81,000)
SN12C: SN12C renal cancer cells; AID 1794767; actives 3.8% (n = 81,000)
OVCAR-5: OVCAR-5 ovarian cancer | actives 2.9% (n = 82,000)
786-0: 786-0 renal cancer cells; actives 5.1% (n = 81,000)
SK-OV-3: SK-OV-3 ovarian cancer cells | actives 3.2% (n = 80,000) | AID 1794785
UO-31: UO-31 renal cancer. actives 5.2% (n = 81,000)
* hit, by the source's call; . = no result given; & = joins results of further samples. Rule for the calls: active = growth percent below 10; inactive = the rest.

SMILES	OVCAR-4	IGROV1	TK-10	SN12C	OVCAR-5	786-0	SK-OV-3	UO-31
O=C(O)C1CN(c2cccc(Cl)c2)N(c2cccc(Cl)c2)C1=O (stereo not given)	96	90	105	89	75	96	89	72
CC(=O)OCC1OC(OC(C)=O)C(NC(=O)NS(=O)(=O)c2ccc(Cl)cc2)C(OC(C)=O)C1OC(C)=O (stereo not given)	103	108	116	97	105	106	115	73
c1ccc(Cn2cc3c(c2)-c2ncncc2CC3)cc1	124	.	163	107	106	103	104	90
O=[N+]([O-])c1ccc(C(c2ccc([N+](=O)[O-])cc2)[n+]2ccccc2)cc1	73	80	77	89	98	87	93	62
CCOC(=O)c1c(/C=C/C(=O)O)nc2ccccc2c1/C=C/c1ccccc1	61	52	66	27	57	55	94	43
COc1cc(-c2nc(-c3ccccc3)[nH]c2-c2ccnc(NCCCNS(=O)(=O)c3cccc4ccccc34)n2)ccc1F	107	100	136	92	111	95	135	97
Cc1c(C(N)=O)sc2nc(SCC(=O)Nc3ccc(Cl)cc3)n(-c3ccccc3)c(=O)c12	101	21	53	95	94	104	105	121
COc1ccc(Cn2cc3c(c2-c2cc(OC)c(OC)c(OC)c2)CCc2cnoc2-3)cc1	23	7.2*	74	35	48	36	-0.4*	30
COc1ccc(C(=O)O)c(OC)c1	109	95	95	107	100	103	106	89
N=c1c2c(-c3ccccc3)c(-c3ccccc3)oc2ncn1N1C(=O)c2ccccc2C1=O	96	72	115	98	106	99	100	65
C[N+]1(CCCCCCCCCC[N+]2(C)CCCCCC2)CCCCCC1	.	.	107	99	102	104	110	131
NC(=S)N/N=C/c1cc(-c2cccc(N)c2)ccn1	47	16	47	17	46	31	28	12
COC1=CC(c2ccc[nH]2)=N/C1=C\c1[nH]c(C)c(C(=O)OCc2ccccc2)c1C	-36*	-33*	-4.9*	-29*	-39*	-49*	7.7*	-88*
COc1ccc(NC(=O)[C@@H]2CCC(=O)N2C)cc1OC	102	104	91	95	100	99	101	92
O=S(=O)(Nc1cc(Sc2cccc3cccnc23)c(O)c2ccccc12)c1ccccc1	-100*	10	23	30	47	37	52	24
Cc1cc(NC(=O)c2ccc(-c3ccccc3)cc2)no1	44	72	78	55	96	77	95	56
Cc1ncsc1-c1ccc(CNC(=O)[C@@H]2C[C@@H](O)CN2C(=O)[C@@H](NC(=O)C2(F)CC2)C(C)(C)C)c(OCCOCCOCCOCCOc2nc(Nc3cc(S(C)(=O)=O)ccc3N[C@@H](c3cccc4c3OC(F)(F)O4)c3ncccc3Cl)nc(N3CCNCC3)n2)c1	92	72	109	81	99	98	111	99
CC(=O)N(C)c1cccc2ccccc12	107	104	100	103	101	111	98	82
CSc1n[nH]c2nc(-c3ccccc3)[nH]c(=O)c12	122	98	124	95	98	99	104	101
C[C@H]1[C@]2(C)CCc3cc4[nH]c5ccccc5c4cc3[C@]2(CCCO)C(=O)O[C@@]1(C)O	90	88	150	101	106	104	107	82

A second format for some results above:
SMILES | OVCAR-4 | IGROV1 | TK-10 | SN12C | OVCAR-5 | 786-0 | SK-OV-3 | UO-31
COc1ccc(Cn2cc3c(c2-c2cc(OC)c(OC)c(OC)c2)CCc2cnoc2-3)cc1 | 23 | 7.2* | 74 | 35 | 48 | 36 | -0.4* | 30
COc1ccc(C(=O)O)c(OC)c1 | 109 | 95 | 95 | 107 | 100 | 103 | 106 | 89
N=c1c2c(-c3ccccc3)c(-c3ccccc3)oc2ncn1N1C(=O)c2ccccc2C1=O | 96 | 72 | 115 | 98 | 106 | 99 | 100 | 65
C[N+]1(CCCCCCCCCC[N+]2(C)CCCCCC2)CCCCCC1 | . | . | 107 | 99 | 102 | 104 | 110 | 131
NC(=S)N/N=C/c1cc(-c2cccc(N)c2)ccn1 | 47 | 16 | 47 | 17 | 46 | 31 | 28 | 12
COC1=CC(c2ccc[nH]2)=N/C1=C\c1[nH]c(C)c(C(=O)OCc2ccccc2)c1C | -36* | -33* | -4.9* | -29* | -39* | -49* | 7.7* | -88*
COc1ccc(NC(=O)[C@@H]2CCC(=O)N2C)cc1OC | 102 | 104 | 91 | 95 | 100 | 99 | 101 | 92

Next part
SMILES	OVCAR-4	IGROV1	TK-10	SN12C	OVCAR-5	786-0	SK-OV-3	UO-31
COC(=O)C(N)CCCCNC(c1ccccc1)(c1ccccc1)c1ccccc1 (stereo not given)	105	95	118	99	106	94	103	92
Cc1cc(C#Cc2ccc(C(C)(C)C)cc2)ccc1-n1c(/C=C/c2ccnc3ccccc23)nc2ccccc2c1=O	97	115	97	75	125	98	109	68
Cc1c(C(=O)N[C@@H](Cc2ccccc2)C(=O)C(=O)NCc2ccccc2)oc2cc(O)c(O)cc2c1=O	103	106	111	104	109	101	113	89
N#CC(Nc1ccccc1)c1ccccc1 (stereo not given)	117&105	104&101	.	106&108	95&99	105&99	117&111	89&97
NS(=O)(=O)c1ccc(C(=O)N/N=C/c2cn(S(=O)(=O)c3ccccc3)c3ccccc23)cc1	95	93	106	83	98	100	102	74
CCCCN(CCCC)c1cc(OCC)ccc1OCC	88	89	96	87	108	99	112	80
CCCCOc1nc2c(C)cccc2cc1/C=C/c1cc(/C=C/c2cc3cccc(C)c3nc2OCCCC)[nH]n1	114	113	104	102	107	100	95	83
COc1ccc(C=Nc2ccccc2)c(OC)c1	120	109	102	104	103	99	101	84
CC(C)(c1cc(Br)c(O)c(Br)c1)c1cc(Br)c(O)c(Br)c1	105	109	104	98	112	107	115	91
N#COc1ccc(/C=C2\CCCC3C2=NNC3c2ccc(OC#N)cc2)cc1 (stereo not given)	116	90	86	89	83	96	.	86
CN1CCC(=O)N1	103	98	103	96	103	110	107	93
O=C(NC1CC1)c1ncc(-c2ccc(C(F)(F)F)cc2)c(NC2CCCCCC2)n1	86	89	98	101	105	96	89	62
O[C@@H]1Cc2ccccc2[C@H]1O	.	100	103	98	100	98	101	84
Cc1cccc2c(=O)n3c(cc12)-c1[nH]c2ccccc2c1CC3	67	94	99	94	92	105	81	82
CSS[C@@H]1O[C@]23OC[C@H](O)[C@H]2OC(=O)[C@]3(O)[C@H]1C	97	104	98	95	97	99	102	91
CC(=O)c1ccc(NC(=O)Cn2c(=S)n(-c3ccccc3)c(=O)c3ccccc32)cc1	91	90	106	99	99	100	.	81
COc1ccc(C(=O)n2nc(-c3cccnc3)nc2N)cc1OC	97	102	108	98	100	97	105	89
COC(=O)CC1CC1C1Cc2c(nc(N(C)S(C)(=O)=O)nc2C(C)C)-c2ccc(F)cc21 (stereo not given)	82	81	114	95	90	86	106	72
O=C1C(Cl)C(c2ccc([N+](=O)[O-])cc2)N1NCc1nc2ccccc2c(=O)[nH]1 (stereo not given)	101	100	112	96	94	97	105	76
O=[N+]([O-])c1ccc(O)c(/C=N/N2CCCCC2)c1	114	116	102	108	97	94	98	94

Three structures from above, arranged by length of the SMILES, ascending.
SMILES	OVCAR-4	IGROV1	TK-10	SN12C	OVCAR-5	786-0	SK-OV-3	UO-31
O=[N+]([O-])c1ccc(O)c(/C=N/N2CCCCC2)c1	114	116	102	108	97	94	98	94
CC(C)(c1cc(Br)c(O)c(Br)c1)c1cc(Br)c(O)c(Br)c1	105	109	104	98	112	107	115	91
NS(=O)(=O)c1ccc(C(=O)N/N=C/c2cn(S(=O)(=O)c3ccccc3)c3ccccc23)cc1	95	93	106	83	98	100	102	74

(cont.)
SMILES	OVCAR-4	IGROV1	TK-10	SN12C	OVCAR-5	786-0	SK-OV-3	UO-31
O=C1C2Cc3ccccc3C(=O)N2C(=S)N1c1ccccc1 (stereo not given)	107	97	104	98	96	103	108	82
CC(C(=O)O)N1C(N)=NNC1(C)c1ccccc1O (stereo not given)	82	89	133	89	104	95	105	76
CCOC(=O)C1=NNC(C(=O)OCC)C1C(=O)OCC (stereo not given)	104	112	114	93	102	109	103	89
CCOC(=O)C1(C(=O)OCC)CCCCC1C (stereo not given)	105	104	100	100	107	103	100	81
CC(=O)Nc1cccc(-c2cccc(NS(=O)(=O)c3cccc4c(N(C)C)cccc34)c2)c1	52	77	66	82	100	81	78	60
CCN(CC)C(=O)Cn1cc(NC(=O)OC(C)(C)C)nn1	98	93	110	104	95	104	116	82
COc1ccc(-c2nc(SCc3nc4ccccc4[nH]3)nc(Nc3ccc(C)cc3)c2C#N)cc1	62	107	102	85	104	96	98	85
COC(=O)C(=O)/C(=C\N1C(=O)CC(=O)NC1=S)C(=O)c1ccc([N+](=O)[O-])cc1	121	106	107	109	121	102	116	86
Nn1c(N/N=C/c2nc3ccccc3s2)n[nH]c1=S	86	82	88	86	103	96	118	58
C#CCSc1nnnn1-c1ccc(Br)c(C)c1	81	-29*	111	72	90	89	105	-93*
CC(C)Sc1nc(NC2CC2)c(C#N)c(-c2ccc(Cl)cc2)n1	108	115	97	105	114	92	99	98
N#CCCN(C(=S)Nc1ccc(Cl)c(Cl)c1)C1CCCCC1	.	99	101	94	111	99	.	79
COc1cc2c(cc1OC)C1=NN(C(=O)Nc3c(C)cccc3C)C(c3ccccc3Cl)C1C2 (stereo not given)	102	99	.	105	108	104	106	100
Fc1ccccc1Cc1ccccc1	98	102	108	95	101	99	103	85
COC(=O)c1cc(-c2ccc(S(C)(=O)=O)cc2)[nH]c1N/N=C/c1c(Cl)cccc1Cl	60	-44*	19	39	43	5.1*	29	23
c1ccc2cc(C[n+]3ccn(CCCCn4cc[n+](Cc5ccc6ccccc6c5)c4)c3)ccc2c1	65	74	96	42	69	93	78	85
c1ccc(N=C2SCCCS2)cc1	92	120	110	99	98	102	116	90
CN(CCCO)Cc1ccccc1	126	110	113	110	112	95	121	85
Cc1ccc(C(=O)C2C(=O)C3CCC2C3)cc1 (stereo not given)	102	113	111	97	99	104	107	90
COc1cccc(-c2nc(N)n(-c3nc4ccccc4s3)n2)c1	97	92	128	95	104	106	.	78
CC(C)(C)OC(=O)CN1CCc2c(sc3ncnc(N/N=C/c4ccccc4Br)c23)C1	75	51	91	73	92	77	109	38
C=C(C)[C@@H]1C[C@@H]2Cc3cc(Cl)cc(Cl)c3N1O2	100	98	96	95	81	95	99	87
C=CCn1c(O)c(N=Nc2nc(-c3cc4ccccc4oc3=O)cs2)c2ccccc21	81	24	91	91	19	47	112	101
CCCOC(=O)c1ccc2c(c1)[N+](=O)C(C(=O)c1ccccc1)=C(C(F)(F)F)[N+]2=O	-73*	-74*	-99*	-92*	-88*	-81*	-100*	-89*
CCCCn1sc(=O)n(Cc2ccc(CNC(=O)OCc3ccc4c(Br)cc(Br)c(O)c4n3)cc2)c1=O	52	16	75	30	52	92	35	43
O=C(Nc1ccccc1)OCC1OCOC(COC(=O)Nc2ccccc2)C1OC(=O)Nc1ccccc1 (stereo not given)	-45*	71	83	77	52	49	91	86
Nc1nc(N)c2c(n1)NC(c1cccc(Nc3ccnc4cc(Cl)ccc34)c1)CC(c1ccc(F)cc1)=N2 (stereo not given)	96	87	100	97	111	83	100	81
O=C1OC(c2nc3ccccc3s2)=C/C1=C\c1cccc(Cl)c1	99	80	133	90	96	104	99	67
c1cnc2[nH]cc(-c3csc(-c4cn(CCCN5CCOCC5)c5ccccc45)n3)c2c1	45	35	70	64	62	28	73	23
O=C(Cn1cc[n+](CC(=O)c2ccc(F)cc2)c1)Nc1cccc2cccnc12	103	93	121	102	103	100	110	81
CCCn1cnc2c(=S)nc(N)[nH]c21	120	124	94	111	117	103	103	103
CC1CCc2c(sc3nc(SCC(=O)c4ccccc4)n(-c4ccccc4)c(=O)c23)C1 (stereo not given)	104	98	100	93	102	104	94	90
COc1ccccc1-c1cn2ccnc2c(-c2ccccc2OC)n1	96	104	99	92	89	91	105	94
COC(=O)N1CCCC1	109	103	101	111	94	105	110	85
